Rv3671c inh: inhibitors of M. tuberculosis serine protease Rv3671c; inhibition, % at 5.96 µM; 320,000 compounds, 0.048% hits; AID 2606; P9WHR9; in the data active = inhibition above about 38%;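 also: extracellular domain of Rv3671c used as enzyme; 0% = enzyme with DMSO and 100% = no enzyme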
Target sequence (P9WHR9 whole entry, looked up, the tested form may be a part): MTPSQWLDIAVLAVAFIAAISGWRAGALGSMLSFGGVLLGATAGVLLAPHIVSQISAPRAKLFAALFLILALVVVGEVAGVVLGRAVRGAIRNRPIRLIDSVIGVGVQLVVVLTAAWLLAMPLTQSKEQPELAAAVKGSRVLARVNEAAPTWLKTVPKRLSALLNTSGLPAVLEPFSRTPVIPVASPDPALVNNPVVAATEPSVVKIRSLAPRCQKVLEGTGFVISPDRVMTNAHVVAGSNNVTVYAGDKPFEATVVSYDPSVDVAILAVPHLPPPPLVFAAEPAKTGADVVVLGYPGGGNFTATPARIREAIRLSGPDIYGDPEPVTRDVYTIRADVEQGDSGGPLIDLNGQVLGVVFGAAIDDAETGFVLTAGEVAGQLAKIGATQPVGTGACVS
CCHF vOTU inh: blocks the CCHF virus ovarian tumor domain protease; CCHFV vOTU protease, Pep-AMC fluorescence; inhibition, % at 11.5 µM; 370,000 compounds, 0.55% hits; AID 651958; in the data active = inhibition above about 30%; also: 0% = vehicle wells with enzyme and 100% = no enzyme wells
SARS 3CLpro inh: SARS-CoV 3CLpro protease inhibition. P0C6X7. recombinant SARS-CoV 3CLpro, quenched FRET peptide cleavage. inhibition, % at 6 µM. 290,000 compounds, 0.14% hits; in the data active = inhibition above about 12%
BoNT-F LC inh: BoNT F light chain protease inhibition; AID 588497; inhibition, % at 10 µM; 360,000 compounds, 0.22% hits; Multiplex microsphere protease cleavage assay, flow cytometry; in the data active = inhibition above about 35%, passing the limit was not always enough; inconclusive = no clear call, values can overlap the other calls; also: plate controls were buffer without enzyme for full effect and enzyme alone for no effect
VHR inh abs: DUSP3 (human) phosphatase inhibition; P51452; recombinant VHR phosphatase, pNPP absorbance; inhibition, % at 13.3 µM; 290,000 compounds, 0.52% hits; AID 1654; in the data active = inhibition above about 50%; also: some compounds called inactive have numbers as strong as hits
Target sequence (P51452 whole entry, looked up): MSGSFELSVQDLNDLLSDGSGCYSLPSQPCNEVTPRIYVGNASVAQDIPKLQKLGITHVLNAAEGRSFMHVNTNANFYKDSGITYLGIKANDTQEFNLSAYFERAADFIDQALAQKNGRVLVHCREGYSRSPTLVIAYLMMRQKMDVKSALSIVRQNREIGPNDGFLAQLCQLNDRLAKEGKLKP
PrPC surface inh: reduces human prion protein on the cell surface; AID 720596; cell surface PrPC, TR-FRET read-out; P04156; inhibition, % at 13.8 µM; 370,000 compounds, 0.43% hits; in the data active = inhibition above about 24%; also: 0% = median of the test wells and 100% = reference compound wells
PriA SSB inh: blocks PriA binding to SSB C-terminal tail; AlphaScreen SSBct-PriA binding, biotinylated peptide; inhibition, % at 33 µM; AID 1272365; 430,000 compounds, 0.6% hits; in the data active = inhibition mostly above about 37%, no sharp cut-off; inactive = mostly below about 20%;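 also: plate controls were negative control peptide for no effect and reference peptide for full effect; strong numbers were not always called active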
BoNT A protease: inhibitors of Botulinum neurotoxin A light chain protease | inhibition, % at 10 µM | multiplex microsphere protease substrate cleavage, flow cytometry | 360,000 compounds, 0.17% hits | AID 588499; also: plate controls were buffer without enzyme for full effect and enzyme alone for no effect
Anthrax LF prot: anthrax lethal factor protease inhibition; multiplex microsphere protease cleavage assay, LF; inhibition, % at 10 µM; 360,000 compounds, 0.12% hits; P15917; AID 588501; also: plate controls were buffer without enzyme for full effect and enzyme alone for no effect
MazEF act: activators of E. coli MazEF toxin-antitoxin RNase | FAM/BHQ RNA-DNA oligo cleavage fluorescence, 5 h | P0AE70 | activation, % at 20 µM | 350,000 compounds, 0.32% hits; in the data active = activation above about 50%
Target sequence (P0AE70 whole entry, looked up): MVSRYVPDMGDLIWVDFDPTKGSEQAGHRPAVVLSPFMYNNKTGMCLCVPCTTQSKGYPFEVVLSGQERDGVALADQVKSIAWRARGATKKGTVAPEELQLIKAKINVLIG
* = called active by the depositor; ? = inconclusive; / = no result given. Rule as the data show it, unless noted: active = inhibition above about 30%; inconclusive = no clear call, values can overlap the other calls; inactive = below that. Some of the compounds tested, so the mix of outcomes need not match the whole.

Compound,Rv3671c inh,CCHF vOTU inh,VHR inh abs,MazEF act,PriA SSB inh,PrPC surface inh,Anthrax LF prot,BoNT-F LC inh,SARS 3CLpro inh,BoNT A protease
COc1ccc(C2c3sc(=O)[nH]c3SC3C4CCC(C4)C23)cc1 (configuration not stated),-14,0,17,-2,-13,3,-5,-1,3,0.2
Cc1noc(C)c1S(=O)(=O)NCc1ccc(CN(C)C)cc1,1,-1,/,-2,-8,2,-2,-6,/,-0.3
CCCCC(=O)NS(=O)(=O)c1ccc(NS(C)(=O)=O)cc1,-6,-13,-14,4,-3,1,-2,-10,2,-0.6
O=C(C(c1ccccc1)c1ccccc1)N1CCN(CC(O)COc2ccccc2)CC1 (configuration not stated),-9,-9,8,7,4,0,-11,-2,2,-1.1
CCOc1ccc(S(=O)(=O)NCCC(=O)NNC(=O)c2ccc(F)cc2)cc1,/,1,/,2,/,-9,-5,-9,/,0.3
COc1ccc(C(OC(=O)c2ccco2)C(=O)NCC2CCCO2)cc1 (configuration not stated),-1,-10,22,5,-19,11,5,-2,4,0.7
COC(=O)c1nn(-c2ccccc2)c(Cl)c1/C=N/OC(=O)c1ccc(Cl)c(Cl)c1,-7,-7,8,-5,/,-1,-2,0,3,-0.7
O=C(CCS(=O)(=O)Cc1ccccc1)NC1CCCCC1,-1,8,19,5,-7,6,-3,-2,4,0.2
O=S(=O)(Nc1ccon1)c1cc(Cl)ccc1Cl,3,16,18,3,4,5,5,3,-1,2.9
CCOC(=O)Cc1csc(NC(=O)Cc2ccccc2[N+](=O)[O-])n1,4,-2,34,-10,-21,-5,-1,-2,0,-0.2
CC(NC(=O)Cc1ccsc1)c1ccc(Cl)cc1Cl (configuration not stated),-6,0,24,12,-2,8,1,-10,4,-3.3
O=C(Nc1ccccc1)C1=C[C@@H](C2CC2)C[C@@H](OCc2ccc(CO)cc2)O1,-3,-9,10,5,-4,1,-1,5,7,0.3
CCn1c(=O)c2c(nc(SCc3ccccn3)n2C)n(C)c1=O,/,-4,21,7,-2,3,-4,-1,-3,-0.1
COc1ccc(OC)c(NC(=O)c2cc(-c3ccc(F)cc3OC(C)C)n[nH]2)c1,/,-4,/,/,/,6,-4,-1,/,0.0
CCCCN1CC(N2CCN(C(=O)c3ccco3)CC2)CS1(=O)=O (configuration not stated),/,-1,/,/,/,-1,-19,-14,/,-2.4
CCOCCn1c(SC(C)C(C)=O)nc2c1c(=O)[nH]c(=O)n2C (configuration not stated),1,9,8,10,-3,2,-5,-7,2,-3.1
CCC(Cc1ccccc1)NC(=O)CSc1ccsc1[N+](=O)[O-] (configuration not stated),-1,-5,-8,4,2,-18,-7,-3,-6,-1.0
CCOc1ccc(CNCCCSc2ncccn2)cc1OC,0,-7,15,11,0,-5,-11,?,0,-1.5
O=C(CCNS(=O)(=O)c1ccc(OC(F)(F)F)cc1)Nc1cccc(S(=O)(=O)N2CCCC2)c1,/,22,/,1,-7,1,6,-6,/,-0.2
O=C(c1nn(Cc2ccccc2)c(=O)c2ccccc12)N1CCc2ccccc2C1,-6,-6,10,3,-5,-5,5,1,2,0.4
COc1ccc(CCNc2nnc(C)c(=O)[nH]2)cc1OC,-6,12,2,-2,-4,2,-5,2,6,0.7
Cc1ccc(SCC(=O)N2CCc3ccccc32)cc1,7,-2,0,6,-18,3,-4,-9,3,-0.4
NC(=O)C1CCCN(C(=S)Nc2ccccc2)C1 (configuration not stated),-8,-9,-8,6,-8,1,0,-1,-3,-0.1
Cc1c(C(=O)NCCCc2ccccc2)cccc1[N+](=O)[O-],6,13,22,11,-11,1,0,2,1,0.7
OC1(c2ccccn2)COc2ccccc2O1 (configuration not stated),-4,-3,-27,5,-14,4,-6,-3,4,-0.4
FC(F)(F)Oc1ccc(Nc2nc(N3CCOCC3)nc(N3CCOCC3)n2)cc1,-1,-9,-12,-1,-9,-1,2,4,6,-0.6
Cc1cc(Br)cn2c(Cc3cccc(F)c3)c(C3CCCCC3)nc12,/,2,/,/,/,-1,-6,-6,/,-0.3
CN(Cc1ccccn1)C(=O)C1CCC(=O)N(Cc2cccc(F)c2)C1 (configuration not stated),4,-17,16,2,-3,-1,-2,2,-3,-0.3
O=C1CN(C(=O)/C=C/c2cccc(Cl)c2)c2ccccc2N1,-18,17,24,11,1,9,1,-3,-2,-0.2
O=C(Nc1ccccn1)C(c1ccccc1)c1ccccc1,/,9,/,-5,/,5,-10,14,/,-0.4
CC(C)c1ccc(NC(=O)COC(=O)c2c[nH]c(=O)[nH]c2=O)cc1,-10,-15,-7,9,-8,7,-4,-1,-4,0.3
O=C(NCCc1ccc(F)cc1)C1CCCO1 (configuration not stated),2,-11,-6,7,3,3,7,-16,0,-0.8
O=C(c1ccco1)N1CCN(C(=O)c2cnn(-c3ccc(Cl)cc3)c2C2CCNCC2)CC1,-4,9,-7,2,-7,-3,1,-6,-1,1.1
C(=N\n1cnnc1)/c1ccccn1,4,3,4,6,/,-5,3,-2,7,-0.7
Cc1cc(C)nc(NS(=O)(=O)c2ccc(NS(=O)(=O)c3ccc(F)c(F)c3)cc2)n1,/,-4,/,9,/,-4,-6,-10,/,-0.8
Cc1ccc(OC(=O)c2ccc(N3CCOCC3)c([N+](=O)[O-])c2)cc1,-7,12,24,-9,36,-6,-5,3,-2,2.6
CCc1c(C)sc(NC(=O)c2cc(-c3cc(OC)ccc3OC)on2)c1C#N,1,-5,19,1,-11,-4,-2,6,2,4.2
CC(=O)Oc1ccc2cc(-c3ccccc3)c(=O)oc2c1,-9,-260,25,-5,3,-5,-3,32,-3,0.3
COc1ccc2[nH]c(C)c(C(=O)CN3CCOCC3)c2c1,0,0,13,-5,-2,3,4,6,2,2.0
Cc1ccc(C)c(N2CCN(CCCNC(=O)Cn3cc4c(n3)CCCCC4)CC2)c1,-5,6,15,5,6,0,-5,-4,3,-0.5
CCOc1ccccc1CNC(=O)c1ccc(Sc2ccc(Cl)cc2)c(NC(C)=O)c1,-10,4,-2,-3,-10,7,2,-5,2,-1.2
Cc1ccc(/C([O-])=C(/C(=S)NCc2ccco2)[n+]2ccccc2)cc1[N+](=O)[O-],10,2,9,-1,/,-5,-2,-4,6,2.8
CCn1c(SCC(=O)N2CCC(C)CC2)nnc1-c1ccco1,1,12,22,2,-13,-4,-2,0,-2,0.2
c1ccc(Nc2cccc3ccccc23)cc1,4,-10,/,-18,-5,-4,-4,-3,/,0.5
COc1ccc(S(=O)(=O)CCc2nnc(NC(=O)c3cccs3)s2)cc1,-1,0,24,0,-6,-4,-10,7,0,0.0
COC1OC2COC(c3ccccc3)OC2C(NC(C)=O)C1OC(C)=O (configuration not stated),/,-2,/,3,/,-2,-6,-3,/,-0.4
O=C(Cc1cn2ccsc2n1)Nc1nc2c(s1)CCCC2,4,7,11,1,5,4,22,4,-2,0.1
Clc1cc(Cl)cc(Nc2ccccc2CN(C/C=C/c2ccc3c(c2)OCO3)Cc2ccccc2)c1,/,4,/,-5,/,2,-6,1,/,-0.2
COc1cc(/C=C(/NC(=O)c2ccccc2)C(=O)N2CCOCC2)c([N+](=O)[O-])cc1OC,6,1,34,0,2,-4,4,6,-3,0.2
N#CCSc1ccc(-c2nc3ccccc3[nH]2)cn1,2,10,9,-1,5,-6,0,2,2,-0.7

Additional structures:
Compound,Rv3671c inh,CCHF vOTU inh,VHR inh abs,MazEF act,PriA SSB inh,PrPC surface inh,Anthrax LF prot,BoNT-F LC inh,SARS 3CLpro inh,BoNT A protease
Cc1cccc(-n2c(O)c(/C=N/N3CCOCC3)c(=O)[nH]c2=S)c1,-24,-8,38,-2,/,5,0,2,5,0.2
CCN1C(=O)c2ccccc2S(=O)c2ccc(C(=O)N3CCCCCC3)cc21 (configuration not stated),0,24,17,0,-10,0,-7,-6,-4,-0.2
CCOC(=O)c1ccccc1OCc1cc(/C=N/n2cncn2)ccc1OC,-8,13,-9,10,/,-5,-2,7,-1,-0.2
O=[N+]([O-])c1cc(/C=N/O)ccc1Oc1cccc(Cl)c1,-9,3,22,-2,/,-7,-2,0,-1,-0.5
Cc1cc(C)c(S(=O)(=O)c2ccc(F)cc2C)c(Cl)n1,-3,1,23,1,-1,0,2,0,2,-2.7
O=C(CSc1nnnn1-c1ccccc1)c1ccco1,3,-10,17,2,-8,5,-1,-5,0,-0.5
Cc1cc(C)nc(SCC(=O)NC2=NN=C(c3ccc(Br)cc3)CS2)n1,-3,5,6,-27,25,7,-3,-7,2,?
CCN(CC)C(=O)CSc1nc2cc3c(cc2c(=O)n1Cc1ccco1)OCO3,1,-11,2,-9,3,2,-5,-3,-4,0.2
O=C1c2ccccc2NC(c2c(Cl)cccc2Cl)N1Cc1ccccc1 (configuration not stated),-7,-20,10,5,-11,-1,-3,5,2,-0.2
CCOC(=O)CNC(=S)N(CCCN1CCCCCC1)Cc1cccs1,-7,19,3,-2,-8,0,0,-2,1,-0.2
Cc1cccc(NC(=O)C(C)Sc2nc3nc(C)cc(C)n3n2)c1 (configuration not stated),2,-6,/,3,-2,4,-6,-4,/,-0.2
Cc1cc(Br)c(NC(=O)c2ccccc2[N+](=O)[O-])cc1C,5,12,11,-1,-3,-17,-2,-5,4,0.0
CCOC(=O)CNC(=O)Nc1ccccc1C(=O)OC,-7,4,-17,4,-13,9,-4,?,-4,-0.5
CCOC(=O)C[C@H]1c2cc(C(F)(F)F)ccc2S(=O)(=O)N1C(C)C,-8,6,/,2,-10,6,1,0,/,-0.4
COc1cc(NC(=O)CCc2c(C)noc2C)c(Cl)cc1C(=O)O,2,-2,/,6,9,1,-10,1,/,0.4
COc1ccc(C(=O)NC(Nc2ccc(C)cc2)C(Cl)(Cl)Cl)cc1 (configuration not stated),-5,-19,-7,0,2,12,0,4,-4,1.0
CCCCNC(=O)OC(C)CNC(=O)Oc1cccc(C)c1 (configuration not stated),-10,7,0,-2,-3,-4,-13,1,0,-0.5
COc1ccc(-c2nc3ccc(C(=O)NCC(OC)OC)cc3nc2-c2ccc(OC)cc2)cc1,-1,-5,4,11,-5,-7,2,-4,-4,12
Cc1ccc(C)c(CN2CCC(CNC(=O)Nc3ccc(Br)cc3F)CC2)c1,/,-3,2,7,4,-16,-2,-14,-2,-2.8
Cc1noc(C)c1-c1ccc(C(=O)NCc2cccnc2)c2occc12,/,3,/,/,/,1,7,6,/,0.0
COc1ccc(NC(=O)CSc2nccn2-c2ccccc2)c(OC)c1,-3,6,5,9,28,5,-4,-12,7,-0.1
O=C(c1cccc(F)c1)N1CCc2ccccc21,-1,2,10,-5,6,5,2,-5,-1,0.3
COc1cccc(-c2cc(C(=O)Nc3cnn(Cc4ccccc4C)c3)no2)c1,-4,6,2,-5,-5,-1,-2,3,1,0.8
CN(CC(=O)Nc1ccccc1Cl)C(=O)c1cc(=O)[nH]c2ccccc12,-4,-1,13,5,-3,1,5,-6,4,0.6

Fetched one by one from the list above:
Compound,Rv3671c inh,CCHF vOTU inh,VHR inh abs,MazEF act,PriA SSB inh,PrPC surface inh,Anthrax LF prot,BoNT-F LC inh,SARS 3CLpro inh,BoNT A protease
O=[N+]([O-])c1cc(/C=N/O)ccc1Oc1cccc(Cl)c1,-9,3,22,-2,/,-7,-2,0,-1,-0.5
Cc1noc(C)c1-c1ccc(C(=O)NCc2cccnc2)c2occc12,/,3,/,/,/,1,7,6,/,0.0
Cc1cccc(NC(=O)C(C)Sc2nc3nc(C)cc(C)n3n2)c1 (configuration not stated),2,-6,/,3,-2,4,-6,-4,/,-0.2
CCCCNC(=O)OC(C)CNC(=O)Oc1cccc(C)c1 (configuration not stated),-10,7,0,-2,-3,-4,-13,1,0,-0.5
